GASC1 inh: blocks human GASC-1 (KDM4C) demethylase activity | inhibition, % at 12.5 µM | Q9H3R0 | AID 720574 | hit rate 0.15% among 96,000 | GST-KDM4C 2-372, H3K9me3 peptide, LANCE TR-FRET;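 active means mean replicate inhibition above about 25%, with at least 55% of replicates also reaching it, limit read from the data, passing the limit was not always enough; inconclusive means only one of those two conditions met; inactive means neither condition met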
Target sequence (Q9H3R0 2-372 limits assumed): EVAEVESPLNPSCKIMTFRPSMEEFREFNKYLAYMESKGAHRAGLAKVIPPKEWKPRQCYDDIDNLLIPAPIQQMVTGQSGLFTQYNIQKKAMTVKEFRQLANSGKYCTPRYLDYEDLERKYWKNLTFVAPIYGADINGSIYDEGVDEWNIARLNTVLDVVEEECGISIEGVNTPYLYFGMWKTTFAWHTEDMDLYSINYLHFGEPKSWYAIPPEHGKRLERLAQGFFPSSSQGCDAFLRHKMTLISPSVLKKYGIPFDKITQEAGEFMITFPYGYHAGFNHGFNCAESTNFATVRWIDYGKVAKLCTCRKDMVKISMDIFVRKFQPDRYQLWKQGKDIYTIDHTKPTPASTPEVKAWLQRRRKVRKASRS
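Test system – GST-tagged GASC-1 (JMJD2C) catalytic fragment, aa 2-372 · Medium – HEPES buffer, pH 7.5, plus ascorbate · Reagent – H3K9me3 peptide with Fe(II)/2OG · Compound – one test concentration per compound · Timing – 30 min reaction, 60 min detection, RT · Technique – TR-FRET with Eu antibody and ULight streptavidin, EDTA stop · Read-out basis – inhibition from TR-FRET ratio decrease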
Tcruzi prolif: T. cruzi proliferation inhibition; hit rate 5.9% among 77,000; T. cruzi beta-gal in NIH3T3, GalScreen luminescence, 90 h; AID 624255; inhibition, % at 8.34 µM;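 active means mean inhibition above about 93%, with at least 55% of replicates each passing it, limit read from the data, passing the limit was not always enough; inconclusive means only one of those two conditions holds; inactive means neither condition holds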
Pf Dd2 growth: P. falciparum Dd2 growth inhibition. SYBR Green, 72 h; stronger effect = lower value. activity change, % at 10 µM. hit rate 2.3% among 94,000. AID 1159554; in the data active means activity change below about -80%; inconclusive means no clear call, values can overlap the other calls
C diff growth: inhibitors of Clostridium difficile growth; AID 1259249; hit rate 0.25% among 86,000; Clostridium difficile clinical isolate growth, OD600, 24 h; stronger effect = lower value; growth activity, negative = inhibition, % at 16 µg/mL (by protocol);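 active means mean growth activity at or below -80% and every replicate also at or below -80%; inconclusive means mean at or below -80% but some replicate above -80%; inactive means mean growth activity above -80%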;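 further: 0% = DMSO wells and -100% = levofloxacin 16 µg/mL wells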
Starred values were filed as active, the others as inactive; u = inconclusive; x = no result given; & = joins results of further samples.

SMILES	GASC1 inh	Tcruzi prolif	Pf Dd2 growth	C diff growth
COc1ccc2c3c(n(C)c2c1)[C@@H](CO)N(C(=O)c1ccccn1)CC31CCN(C(=O)Cc2ccccc2)CC1	0.1	x	-54	-4
C/C=C/c1ccc2c(c1)O[C@@H](CN(C)C)[C@H](C)CN([C@@H](C)CO)S2(=O)=O	0.9	x	3	1
COc1ccc(NC(=O)N(C)C[C@H]2Oc3c(NC(=O)Nc4ccccc4)cccc3C(=O)N([C@@H](C)CO)C[C@H]2C)cc1	4.3	-16	-89*	-9
C[C@H]1CN([C@@H](C)CO)C(=O)CCCn2cc(nn2)CO[C@H]1CN(C)C(=O)C1CC1	x	35	14	1
C[C@@H]1CCCCO[C@@H](CN(C)C(=O)Nc2cccc3ccccc23)[C@@H](C)CN([C@@H](C)CO)C(=O)c2cc(NC(=O)NC3CCCCC3)ccc2O1	-2.4	86	-80	-3
O=C(C1CC1)N1CC(=O)N2[C@H](CO)[C@@H](c3ccc(C#Cc4cccc(F)c4)cc3)[C@@H]2C1	2.1	x	8	-25
C[C@H]1CCCCO[C@@H](CN(C)C(=O)NC2CCCCC2)[C@@H](C)CN([C@@H](C)CO)C(=O)c2cc(NS(=O)(=O)c3ccc(F)cc3)ccc2O1	0.7	44	-46	12
Cc1noc(C)c1NC(=O)Nc1ccc2c(c1)CC(=O)N([C@H](C)CO)C[C@H](C)[C@@H](CN(C)Cc1ccc(C(=O)O)cc1)O2	2.5	-1	10	-2
CC(=O)N(C)C[C@@H]1[C@@H](c2ccc(-c3cccc(C#N)c3)cc2)[C@H](CO)N1C(C)=O	0.6	-2	5	0
CC(=O)N1[C@@H]2c3ccc(C4=CCCCC4)c(=O)n3C[C@H]1[C@H](CO)[C@H]2C(=O)NC1CCC1	-1.7	3	7	-1
CO[C@@H](CN(C)S(=O)(=O)c1cccc(Cl)c1)[C@H](C)CN([C@H](C)CO)S(=O)(=O)c1cccc(Cl)c1	0.6	72	-12	x
O=C(C[C@H]1C[C@H]2c3cc(NS(=O)(=O)c4ccc(F)cc4)ccc3O[C@H]2[C@@H](CO)O1)NCC(F)(F)F	-2.9	-9	4	2
COc1ccc(NC(=O)N(C)C[C@H]2Oc3c(NS(=O)(=O)c4c(C)noc4C)cccc3C(=O)N([C@@H](C)CO)C[C@H]2C)cc1	2.7	24	-47	-5
C/C=C/c1ccc2c(c1)O[C@H](CN(C)CC1CCOCC1)[C@H](C)CN([C@H](C)CO)S2(=O)=O	-0.1	x	17	2
O=C(C[C@H]1C=C[C@H](NS(=O)(=O)c2ccc(F)cc2)[C@H](CO)O1)NCCc1ccncc1	-1.3	11	23	1
C[C@H](CO)N1C[C@H](C)[C@H](CN(C)C(=O)c2ccccc2)OCc2ccccc2-c2ccccc2C1=O	-0.5	4	22	x
C[C@H](CO)N1C[C@H](C)[C@H](CN(C)C(=O)Nc2ccc3c(c2)OCO3)Oc2ccc(NC(=O)CCC(F)(F)F)cc2C1=O	1.3	34	13	1
COc1ccc(S(=O)(=O)Nc2ccc3c(c2)CC(=O)N([C@H](C)CO)C[C@@H](C)[C@@H](CN(C)C(=O)Nc2ccc(F)cc2)O3)cc1	-0.9	-6	11	-1
O=C(C[C@@H]1CC[C@@H]2NC[C@@H](O)COC[C@H]2O1)NCc1ccc2c(c1)OCO2	3.0	34	27	1&-4
Cc1ccc(S(=O)(=O)N(C)C[C@H]2Oc3ccc(NS(=O)(=O)c4ccc(Cl)cc4)cc3C(=O)N([C@@H](C)CO)C[C@@H]2C)cc1	-2.7	20	-40	2
COc1ccc(CN(C)C[C@H]2OCCCC[C@H](C)Oc3ccc(NS(=O)(=O)c4ccc(Cl)cc4)cc3C(=O)N([C@H](C)CO)C[C@@H]2C)cc1	14	89	-38	-1
C[C@@H]1CN([C@H](C)CO)C(=O)c2cc(NS(=O)(=O)c3cn(C)cn3)ccc2O[C@@H](C)CCCCO[C@@H]1CN(C)C(=O)Cc1ccccc1	-0.1	-9	23	-3
CO[C@H]1CN(C)C(=O)c2ccc(NS(C)(=O)=O)cc2OC[C@@H](C)N(C(=O)C2CCC2)C[C@H]1C	2.5	16	x	x
N#C[C@@H]1[C@@H](c2ccc(C#Cc3ccccc3F)cc2)[C@H](CO)N1C(=O)C1CCOCC1	1.7	69	-22	0
Cc1cccc(S(=O)(=O)N2CC[C@@H]3[C@H]2c2cc(-c4cccc(C#N)c4)ccc2N(C)[C@H]3CO)c1	-26	83	1	4
O=C(C[C@@H]1C=C[C@H](NC(=O)C2CCC2)[C@H](CO)O1)Nc1nccs1	-1.7	x	6	2
C[C@@H]1CCCCO[C@H](CN(C)C(=O)Nc2ccc(F)cc2)[C@H](C)CN([C@@H](C)CO)C(=O)c2cc(NS(=O)(=O)c3ccc(F)cc3)ccc2O1	0.6	59	-57	0
CCCC(=O)Nc1ccc2c(c1)C(=O)N(C)C[C@@H](OC)[C@H](C)CN(Cc1ccc(-c3ccccn3)cc1)[C@@H](C)CO2	-0.8	x	-67	x
COc1ccc(S(=O)(=O)N(C)C[C@@H]2OCCCC[C@H](C)Oc3ccc(NC(=O)NC(C)C)cc3C(=O)N([C@@H](C)CO)C[C@@H]2C)cc1	2.0	75	x	0
O=C(C[C@@H]1CC[C@@H](NC(=O)c2ccccc2)[C@@H](CO)O1)NCCc1ccncc1	-2.3	x	x	1
CO[C@H]1CN(C)C(=O)c2ccc(NS(C)(=O)=O)cc2OC[C@@H](C)N(C(=O)CN(C)C)C[C@H]1C	0.1	0	8	x
CNC[C@@H]1Oc2ccc(NC(=O)CCC(F)(F)F)cc2C(=O)N([C@@H](C)CO)C[C@@H]1C	-2.8	3	26	1
C[C@H]1CN([C@@H](C)CO)C(=O)c2cc(NC(=O)C3CC3)ccc2O[C@H]1CN(C)Cc1ccccc1	4.4	-3	11	3
COc1ccccc1-c1ccc(C2[C@@H]3CN(C(=O)c4ccncc4)C[C@H]2N3)cc1 (stereo partly specified)	-0.5&-1.0	x	25&15	-10&0
O=C(C1CCOCC1)N1CC(=O)N2[C@H](CO)[C@H](c3ccc(C#CCc4ccccc4)cc3)[C@H]2C1	0.4	x	-50	2
O=C(C[C@@H]1CC[C@H](NC(=O)CN2CCOCC2)[C@@H](CO)O1)NCCc1ccncc1	0.1	68	8	x
CO[C@@H]1CN(C)C(=O)c2ccc(NC(=O)c3cnccn3)cc2OC[C@@H](C)N(CC2CC2)C[C@@H]1C	0.3	x	11	4
C[C@H](CO)N1C[C@H](C)[C@@H](CN(C)C(=O)NC2CCCCC2)Oc2cc(-c3cccnc3)ccc2S1(=O)=O	0.4	34	-11	2
CO[C@@H]1CN(C)C(=O)c2ccc(NS(=O)(=O)c3ccc(C)cc3)cc2OC[C@@H](C)N(Cc2ccccn2)C[C@H]1C	2.9	15	-31	x
COc1cccc(C#Cc2ccc3c(c2)[C@@H]2[C@@H](CCN2S(=O)(=O)c2ccccc2)[C@@H](CO)N3)c1	-25	x	-57	26
C[C@H](CO)N1C[C@H](C)[C@H](CN(C)C(=O)Cc2ccccc2)OCCCC[C@H](C)Oc2ccc(NS(C)(=O)=O)cc2C1=O	1.1	80	1	-1
Cc1cccc(S(=O)(=O)N(C)C[C@H]2OCc3ccccc3-c3ccccc3C(=O)N([C@H](C)CO)C[C@@H]2C)c1	-1.3	82	-36	x
O=C(C1CCOCC1)N1CC[C@H]2[C@H](CO)Nc3ccc(Br)cc3[C@H]21	1.2	90	1	14
COc1ccc(CNC(=O)C[C@@H]2C=C[C@@H](NC(=O)c3cccc(F)c3)[C@H](CO)O2)cc1	-2.9	-51	2	3
CC(C)NC(=O)N(C)C[C@H]1OCCCC[C@H](C)Oc2ccc(NC(=O)Cc3ccccc3)cc2C(=O)N([C@@H](C)CO)C[C@H]1C	-0.6	45	-4	-4
COCC#Cc1cnc2c(c1)C(=O)N([C@@H](C)CO)C[C@@H](C)[C@H](CN(C)C(=O)Nc1c(C)noc1C)O2	1.0	3	28	2
CO[C@H]1CN(C)C(=O)c2ccc(NC(=O)c3ccccc3F)cc2OC[C@@H](C)N(C)C[C@H]1C	-0.5	-13	10	0
Cc1ccccc1-c1ccc([C@H]2[C@@H](CO)N3CCCCN(S(=O)(=O)c4ccc(F)cc4)C[C@@H]23)cc1	-1.3	93	2	38
CO[C@H]1CN(C)C(=O)c2cc(NC(=O)c3cccc(Oc4ccccc4)c3)ccc2OC[C@H](C)NC[C@@H]1C	-0.7	-139	x	x
C[C@@H]1CN([C@H](C)CO)C(=O)c2cc(C#Cc3ccccc3)cnc2O[C@@H]1CN(C)C(=O)c1ccccc1F	0.2	-97	-59	-9
O=C(c1ccccn1)N1CC(=O)N2[C@H](CO)[C@@H](c3ccc(C#CCc4ccccc4)cc3)[C@@H]2C1	-1.2	x	u	3
CCCNC(=O)[C@H]1[C@H](CO)[C@H]2Cn3c(ccc(C4=CCCC4)c3=O)[C@@H]1N2Cc1ccncc1	0.9	99*	22	-6
O=C(C[C@H]1C=C[C@H](NC(=O)Cc2ccccn2)[C@@H](CO)O1)NCCc1ccncc1	1.1	-72	19	x
C[C@@H]1CCCCO[C@@H](CN(C)C(=O)c2ccncc2)[C@H](C)CN([C@H](C)CO)C(=O)c2cc(NC(=O)c3ccncc3)ccc2O1	0.3	77	-2	1
C[C@H]1CN([C@@H](C)CO)C(=O)Cc2cc(N(C)C)ccc2O[C@@H]1CN(C)CC1CC1	8.7	5	45	-9
CCC(=O)N[C@@H]1CC[C@@H](CCn2cc(CN(C)C)nn2)O[C@@H]1CO	1.2	x	5	2
CC(C)NC(=O)N(C)C[C@@H]1Oc2c(NC(=O)c3nc4ccccc4s3)cccc2C(=O)N([C@H](C)CO)C[C@@H]1C	-0.4	28	-14	2
O=C(C[C@H]1C[C@@H]2c3cc(NS(=O)(=O)c4ccc(F)cc4)ccc3O[C@@H]2[C@@H](CO)O1)NCc1ccccc1F	-0.9	8	-15	3
C[C@H](CO)N1C[C@H](C)[C@@H](CN(C)CC2CCCCC2)Oc2ccc(NC(=O)CCN3CCOCC3)cc2CC1=O	3.8	-33	-13	2
COCC#Cc1ccc2c(c1)O[C@@H](CN(C)CC1CCCC1)[C@H](C)CN([C@H](C)CO)S2(=O)=O	4.1	110*	-65	5

One compound at a time (already shown). Order of values: GASC1 inh	Tcruzi prolif	Pf Dd2 growth	C diff growth
Record of CO[C@H]1CN(C)C(=O)c2ccc(NS(C)(=O)=O)cc2OC[C@@H](C)N(C(=O)CN(C)C)C[C@H]1C : 0.1	0	8	x
Record of COCC#Cc1ccc2c(c1)O[C@@H](CN(C)CC1CCCC1)[C@H](C)CN([C@H](C)CO)S2(=O)=O : 4.1	110*	-65	5

(listing goes on)
SMILES	GASC1 inh	Tcruzi prolif	Pf Dd2 growth	C diff growth
COc1cccc(S(=O)(=O)Nc2ccc3c(c2)[C@@H]2C[C@H](CC(=O)NCc4cccc(F)c4)O[C@H](CO)[C@@H]2O3)c1	-1.8	48	-38	-4
CO[C@H]1CN(C)C(=O)c2ccc(NS(C)(=O)=O)cc2OC[C@H](C)N(C(=O)C2CCCC2)C[C@H]1C	-0.8	4	x	x
CCCN1[C@H](CO)[C@H](c2ccc(C#Cc3ccccc3)cc2)[C@@H]1CNC1CCCC1	0.7	x	-73	48
CN(C)C(=O)[C@H]1[C@H](CO)[C@H]2Cn3c(ccc(-c4ccccc4)c3=O)[C@H]2N1CCC(F)(F)F	9.3	-14	x	-8
O=C(NCC[C@@H]1CC[C@H](NC(=O)C2CCCC2)[C@@H](CO)O1)c1cnccn1	-1.1	x	-9	1
O=C(CCN1CCCCC1)NCC[C@H]1CC[C@H](NC(=O)C2CCCCC2)[C@H](CO)O1	x	x	22	-2
C[C@@H]1CCCCO[C@@H](CN(C)Cc2ccc3c(c2)OCO3)[C@H](C)CN([C@H](C)CO)C(=O)c2cc(NC(=O)c3ccccc3)ccc2O1	1.5	x	-71	-6
O=C(c1ccccn1)N1C[C@@H]2[C@H](c3ccccc31)[C@H](CO)N2C(=O)Nc1ccccc1Cl	1.3	32	2	-3

Four entries from above, arranged by number of heavy atoms, low to high.
SMILES	GASC1 inh	Tcruzi prolif	Pf Dd2 growth	C diff growth
O=C(C[C@@H]1CC[C@@H](NC(=O)c2ccccc2)[C@@H](CO)O1)NCCc1ccncc1	-2.3	x	x	1
O=C(CCN1CCCCC1)NCC[C@H]1CC[C@H](NC(=O)C2CCCCC2)[C@H](CO)O1	x	x	22	-2
C[C@@H]1CN([C@H](C)CO)C(=O)c2cc(C#Cc3ccccc3)cnc2O[C@@H]1CN(C)C(=O)c1ccccc1F	0.2	-97	-59	-9
Cc1ccc(S(=O)(=O)N(C)C[C@H]2Oc3ccc(NS(=O)(=O)c4ccc(Cl)cc4)cc3C(=O)N([C@@H](C)CO)C[C@@H]2C)cc1	-2.7	20	-40	2

Looked up by structure from the list above (2):
SMILES	GASC1 inh	Tcruzi prolif	Pf Dd2 growth	C diff growth
C[C@@H]1CCCCO[C@@H](CN(C)Cc2ccc3c(c2)OCO3)[C@H](C)CN([C@H](C)CO)C(=O)c2cc(NC(=O)c3ccccc3)ccc2O1	1.5	x	-71	-6
COc1cccc(S(=O)(=O)Nc2ccc3c(c2)[C@@H]2C[C@H](CC(=O)NCc4cccc(F)c4)O[C@H](CO)[C@@H]2O3)c1	-1.8	48	-38	-4
